Source: PubChem BioAssay
Granule exo inh – lytic granule exocytosis inhibition; TALL-104 LAMP-1 surface exposure, flow cytometry; cells stimulated with thapsigargin and PMA; inhibition, % at 10 µM; 360,000 tested, 0.66% active;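 active = inhibition above about 55%, limit read from the data; inconclusive = no clear call, values can overlap the other calls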
Cardio protect – myocardial damage modulation in H9c2 cells; H9c2 cardiomyocytes, H2O2 injury protection, ATPLite, 2 h; protection from H2O2 cell death, % at 20 µM; 360,000 tested, 0.63% active; AID 588492;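 active = compounds giving at least 50% protection of heart cells from peroxide-induced death in the single-dose screen, raw or plate-pattern-corrected value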;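 note: 0% = DMSO wells with peroxide and 100% = DMSO wells without peroxide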
iPSC survival up – increases survival of single human iPS cells | survival enhancement, % at 20 µM | 360,000 tested, 0.044% active | hiPSC single-cell survival, ATPlite luminescence; 100% = ROCK inhibitor wells, 0% = DMSO; in the data active = survival enhancement above about 18%;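 note: cells exposed to compounds for 16 hours before the ATP read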
CaV13 FRET inh – Primary screen for inhibitors of IQ motif and Ca2+-dependent inactivation inhibitor domain binding in CACNA1D, Förster resonance energy transfer in living cells, …. HEK cells, CFP/YFP FRET ICDI-IQ, plate reader, 10 min; percent FRET-ratio fall versus neutral wells. inhibition, % at 12.3 µM. 340,000 tested, 0.098% active. AID 743397;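 active = mean replicate inhibition of at least 30% and at least 1% of replicates passing that level; inconclusive = only one of the two criteria is met; inactive = neither criterion is met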;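 note: 0% = median of the neutral control wells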
ABCB6 inh MLPCN – blocks the human ABCB6 transporter; K562-ABCB6 porphyrin accumulation, flow cytometry, 1 h; hits give low values; fluorescence ratio to DMSO, % at 10 µM; 360,000 tested, 0.19% active; AID 602162;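 active = fluorescence ratio to DMSO below 75%, the collection mean minus 3 SD; inconclusive = too few cells collected in the well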;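 note: signal is porphyrin accumulated inside mitochondria; 100% equals median channel fluorescence of DMSO control wells; lower ratio means ABCB6 inhibition with less porphyrin fluorescence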
Vif inh – blocks HIV Vif function; HEK293T cells, Vif self-association by quenched fluorescence, imaging, 24 h; inhibition, % at 7.49 µM; 340,000 tested, 0.35% active; in the data active = inhibition above about 50%, passing the limit was not always enough; inconclusive = no clear call, values can overlap the other calls; inactive = below about 31%; note: some results filed as inactive read as strong as hits
Glyco luc inh – blocks N-linked glycosylation in D54 reporter cells; 360,000 tested, 0.23% active; D54 ERlucT glycosylation luciferase reporter, 24 h; percent of 100 nM tunicamycin response; reporter increase, % at 12.5 µM; AID 588692;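 active = mean luciferase reporter signal, scaled so untreated is 0 and the glycosylation-blocking control 100, at or above a set limit in every replicate; inconclusive = mean reaches the limit but not every replicate does; inactive = mean below the limit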;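 note: luciferase carries N-glycosylation sites so blocking glycosylation raises the light; 0% = median of neutral control wells and 100% = median of 100 nM tunicamycin wells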
aDG glyco up – alpha-DG glycosylation activation; 360,000 tested, 0.22% active; Pro5-aDG cells, alpha-DG glycosylation AlphaScreen (IIH6); 0% Pro5, 100% B10-LARGE cell signal; activation, % at 10 µM;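 active = activation of at least 8% versus controls, or a plate z-score of at least 8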;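 note: Pro5 are CHO cells carrying HIG-tagged alpha-DG that lacks glycosylation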
HTR2A ag – activates the mouse 5-HT2A serotonin receptor; P35363; CHO-K1 mHTR2A beta-arrestin complementation, luminescence; percent of 30 µM serotonin response; activation, % at 7.6 µM; 360,000 tested, 0.66% active; AID 624169;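 active = activation above a run cutoff, the mean activation of all tested compounds plus 3 SD, cut at about 14% in these data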;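 note: 0% = plate median of compound wells and 100% = 30 µM serotonin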
Target sequence (P35363 whole entry, looked up): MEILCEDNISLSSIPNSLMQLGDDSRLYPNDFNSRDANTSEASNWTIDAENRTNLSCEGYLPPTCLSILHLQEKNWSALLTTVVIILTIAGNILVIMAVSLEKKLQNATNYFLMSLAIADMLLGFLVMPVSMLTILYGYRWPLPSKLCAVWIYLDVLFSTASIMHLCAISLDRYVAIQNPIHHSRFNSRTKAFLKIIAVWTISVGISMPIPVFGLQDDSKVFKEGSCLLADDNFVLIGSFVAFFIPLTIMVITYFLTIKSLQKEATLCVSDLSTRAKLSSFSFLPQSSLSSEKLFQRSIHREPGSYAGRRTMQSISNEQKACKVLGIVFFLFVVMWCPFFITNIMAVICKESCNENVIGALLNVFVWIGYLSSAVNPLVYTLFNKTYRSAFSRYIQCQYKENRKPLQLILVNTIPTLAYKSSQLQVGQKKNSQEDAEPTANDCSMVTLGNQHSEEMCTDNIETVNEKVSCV
PDI inh – inhibitors of human protein disulfide isomerase. P07237. PDI insulin aggregation turbidity, A650, 90 min. inhibition, % at 10 µM. 350,000 tested, 0.052% active;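 active = mean inhibition across replicates of 30% or more, whatever share of single replicates reach that level; inconclusive = mean inhibition below 30% while every single replicate reaches 30%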;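 note: absorbance from insulin aggregation driven by PDI reduction with DTT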
Target sequence (P07237 whole entry, looked up): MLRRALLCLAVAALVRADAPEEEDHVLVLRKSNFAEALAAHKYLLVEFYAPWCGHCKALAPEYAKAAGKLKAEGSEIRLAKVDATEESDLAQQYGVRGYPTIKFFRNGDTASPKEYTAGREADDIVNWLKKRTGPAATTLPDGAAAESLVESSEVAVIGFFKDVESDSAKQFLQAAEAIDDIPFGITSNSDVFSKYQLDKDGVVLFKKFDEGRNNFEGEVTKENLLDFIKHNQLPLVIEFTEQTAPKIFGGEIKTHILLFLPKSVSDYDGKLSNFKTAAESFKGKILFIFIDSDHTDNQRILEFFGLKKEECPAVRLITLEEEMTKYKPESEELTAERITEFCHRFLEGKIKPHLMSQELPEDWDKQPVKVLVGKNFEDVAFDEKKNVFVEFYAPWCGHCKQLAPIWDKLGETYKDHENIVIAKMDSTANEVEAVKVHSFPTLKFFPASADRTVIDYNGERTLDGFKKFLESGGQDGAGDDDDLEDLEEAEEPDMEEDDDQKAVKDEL
Active calls of the source: *. Hits appear at their usual frequency; about 3.1% have a hit in one of these screens.

How did CCCCC#Cc1ccccc1CC(=O)Nc1ccccc1 do in these assays?
Granule exo inh: -2; Cardio protect: -9; iPSC survival up: 0.9; CaV13 FRET inh: -5; ABCB6 inh MLPCN: 99; Vif inh: -7; Glyco luc inh: -1; aDG glyco up: 0.1; HTR2A ag: 6; PDI inh: -2

How did CC(C1CCN(Cc2nc(C3CC3)no2)CC1)N1CCOCC1 (stereo not given) do in these assays?
Granule exo inh: 2; Cardio protect: 4; iPSC survival up: -0.1; CaV13 FRET inh: 9; ABCB6 inh MLPCN: 103; Vif inh: -11; Glyco luc inh: 0; aDG glyco up: -0.2; HTR2A ag: -1; PDI inh: 0

Results for Cc1ccc(CN2CCN(CC(=O)NCCCN3CCN(c4ccc(F)cc4)CC3)C2=O)cc1 ?
Granule exo inh: 0; Cardio protect: -11; iPSC survival up: -2.5; CaV13 FRET inh: -8; ABCB6 inh MLPCN: 94; Vif inh: -14; Glyco luc inh: -3; aDG glyco up: 1.1; HTR2A ag: -8; PDI inh: 0

What do the screens show for `COc1cccc(Nc2nnc(SCC(=O)N(CC(C)C)CC(C)C)s2)c1`?
Granule exo inh: -1; Cardio protect: -10; iPSC survival up: 0.1; CaV13 FRET inh: -3; ABCB6 inh MLPCN: 92; Glyco luc inh: -1; aDG glyco up: 0.4; HTR2A ag: -3; PDI inh: 4

How did Cc1cc(/C=C2\C(=N)N3N=C(C(C)C)SC3=NC2=O)c(C)n1-c1ccccc1 do in these assays?
Granule exo inh: 0; Cardio protect: -2; iPSC survival up: 2.5; CaV13 FRET inh: 5; ABCB6 inh MLPCN: 107; Vif inh: 4; Glyco luc inh: 1; aDG glyco up: 0.2; HTR2A ag: 0; PDI inh: 8

How did O=C(c1c[nH]c(C(=O)C(Cl)(Cl)Cl)c1)c1ccccc1Cl do in these assays?
Granule exo inh: 0; Cardio protect: 12; iPSC survival up: -2.7; ABCB6 inh MLPCN: 104; Vif inh: -10; Glyco luc inh: 1; aDG glyco up: -0.4; HTR2A ag: -1; PDI inh: 6

Results for CO/N=C/c1cccn1-c1nccc(N(C)C)c1C#N ?
Granule exo inh: 0; Cardio protect: -3; iPSC survival up: 2.3; CaV13 FRET inh: 1; ABCB6 inh MLPCN: 98; Vif inh: 8; Glyco luc inh: 0; aDG glyco up: -0.1; HTR2A ag: 0; PDI inh: 3

What do the screens show for `CC(C)Cc1ccc(-c2cc3nc(NCCCn4ccnc4)ccn3n2)cc1`?
Granule exo inh: 40; Cardio protect: -10; iPSC survival up: -4.6; CaV13 FRET inh: -5; ABCB6 inh MLPCN: 93; Glyco luc inh: -13; aDG glyco up: 1.9; HTR2A ag: 4; PDI inh: -9

What do the screens show for `O=C(NCC1CCCN(Cc2ccc3nonc3c2)C1)c1ccc(F)cc1` (stereo not given)?
Granule exo inh: 0; Cardio protect: 5; iPSC survival up: 2.2; CaV13 FRET inh: -7; ABCB6 inh MLPCN: 103; Vif inh: -2; Glyco luc inh: -1; aDG glyco up: -0.1; HTR2A ag: -2; PDI inh: 2

What do the screens show for `O=C(CN1C(=O)NC(c2ccccc2)(c2ccccc2)C1=O)NCCc1ccc(F)cc1`?
Granule exo inh: -4; Cardio protect: 1; iPSC survival up: 1.2; CaV13 FRET inh: -6; ABCB6 inh MLPCN: 92; Vif inh: 1; Glyco luc inh: 2; aDG glyco up: 1.3; HTR2A ag: -1; PDI inh: -1

What do the screens show for `O=C(CCC1CCCN(Cc2ccc3c(c2)OCCO3)C1)NCc1ccc(F)c(F)c1` (stereo not given)?
Granule exo inh: 0; Cardio protect: 10; iPSC survival up: 3.9; CaV13 FRET inh: -5; ABCB6 inh MLPCN: 106; Vif inh: -12; Glyco luc inh: -3; aDG glyco up: -0.1; HTR2A ag: 0; PDI inh: 11

What do the screens show for `CS(=O)(=O)N(CC(=O)NC1CCCC1)c1ccc(Oc2ccccc2)cc1`?
Granule exo inh: 1; Cardio protect: -14; iPSC survival up: 0.7; CaV13 FRET inh: -5; ABCB6 inh MLPCN: 90; Vif inh: -8; Glyco luc inh: -3; aDG glyco up: 0.1; HTR2A ag: 0; PDI inh: -3

How did CCN(CC)CC#CC(OC)(c1ccccc1)c1ccccc1 do in these assays?
Granule exo inh: 0; Cardio protect: -8; iPSC survival up: -0.9; CaV13 FRET inh: -2; ABCB6 inh MLPCN: 98; Vif inh: 7; Glyco luc inh: -4; aDG glyco up: -0.3; HTR2A ag: -7; PDI inh: -5

How did CCCc1cc(-n2ccnc2C)n2c(nc3ccccc32)c1C#N do in these assays?
Granule exo inh: 2; Cardio protect: -2; iPSC survival up: 1.1; CaV13 FRET inh: -14; ABCB6 inh MLPCN: 103; Glyco luc inh: 1; aDG glyco up: 0.2; HTR2A ag: 2; PDI inh: -4

How did CCCNC(=O)c1ccccc1NC(=O)CN(c1ccccc1)S(=O)(=O)N(C)C do in these assays?
Granule exo inh: -1; Cardio protect: 3; iPSC survival up: 2.1; CaV13 FRET inh: -5; ABCB6 inh MLPCN: 99; Vif inh: -1; Glyco luc inh: 2; aDG glyco up: -0.2; HTR2A ag: 7; PDI inh: -2

Results for COC(=O)c1sc(N)c(C(=O)OC)c1COC(=O)CNS(=O)(=O)c1cccc(C#N)c1 ?
Granule exo inh: 0; Cardio protect: 15; iPSC survival up: -2.3; CaV13 FRET inh: -5; ABCB6 inh MLPCN: 88; Vif inh: -9; Glyco luc inh: 0; aDG glyco up: -0.2; HTR2A ag: 0; PDI inh: 7

What do the screens show for `CCCCc1ccc(NC(=O)CSCc2cc(=O)[nH][nH]2)cc1`?
Granule exo inh: -1; Cardio protect: -2; iPSC survival up: -1.1; CaV13 FRET inh: -8; ABCB6 inh MLPCN: 101; Glyco luc inh: 1; aDG glyco up: -0.2; HTR2A ag: 1; PDI inh: 0

Results for CCOC(=O)C1CCN(CC(O)COc2ccc(C(C)(C)C)cc2)CC1 (stereo not given) ?
Granule exo inh: -4; Cardio protect: -19; iPSC survival up: -2.8; ABCB6 inh MLPCN: 196; Vif inh: -1; Glyco luc inh: 0; aDG glyco up: 1.9; HTR2A ag: 1; PDI inh: 0

What do the screens show for `CC(NC(=O)COC(=O)Cc1ccsc1)c1ccccc1` (stereo not given)?
Granule exo inh: 0; Cardio protect: 13; iPSC survival up: -1.4; CaV13 FRET inh: -4; ABCB6 inh MLPCN: 94; Vif inh: 1; Glyco luc inh: 5; aDG glyco up: -0.1; HTR2A ag: 7; PDI inh: 11

What do the screens show for `Cc1ccc(C(=O)NCCC2=CCCCC2)cc1S(=O)(=O)N1CCOCC1`?
Granule exo inh: 8; Cardio protect: -5; iPSC survival up: 1.8; CaV13 FRET inh: -4; ABCB6 inh MLPCN: 94; Vif inh: 14; Glyco luc inh: -1; aDG glyco up: 0.2; HTR2A ag: -5; PDI inh: -5

Results for O=C(CCC(=O)N1CCN(c2ccc(F)cc2)CC1)N1CCN(c2ccc(F)cc2)CC1 ?
Granule exo inh: -3; Cardio protect: -2; iPSC survival up: -0.1; CaV13 FRET inh: -12; ABCB6 inh MLPCN: 99; Vif inh: -9; Glyco luc inh: 0; aDG glyco up: 0.2; HTR2A ag: 0; PDI inh: 2

How did O=C(CNC(=O)c1ccc(Cl)cc1)OCn1nnc2ccccc2c1=O do in these assays?
Granule exo inh: 1; Cardio protect: 0; iPSC survival up: -0.6; CaV13 FRET inh: -6; ABCB6 inh MLPCN: 94; Vif inh: -2; Glyco luc inh: 1; aDG glyco up: 0.1; HTR2A ag: 2; PDI inh: 8

How did CC1CC(C)(C)CC2(C1)NC(=O)N(CC(=O)N(Cc1ccccc1)c1ccccc1)C2=O (stereo not given) do in these assays?
Granule exo inh: 4; Cardio protect: 0; iPSC survival up: -0.4; CaV13 FRET inh: -6; ABCB6 inh MLPCN: 97; Vif inh: -4; Glyco luc inh: -1; aDG glyco up: 0.4; HTR2A ag: 3; PDI inh: 9

What do the screens show for `COc1ccc(CNC(=O)COC(=O)/C=C/c2cccc(Br)c2)cc1OC`?
Granule exo inh: 9; Cardio protect: 4; iPSC survival up: 0.7; CaV13 FRET inh: -6; ABCB6 inh MLPCN: 100; Vif inh: 6; Glyco luc inh: 1; aDG glyco up: -0.2; HTR2A ag: -6; PDI inh: -4

What do the screens show for `CCOc1ccc(S(=O)(=O)NCc2ccc(Cl)cc2)c2cccnc12`?
Granule exo inh: 1; Cardio protect: 5; iPSC survival up: -0.5; CaV13 FRET inh: 8; ABCB6 inh MLPCN: 83; Vif inh: 12; Glyco luc inh: 0; aDG glyco up: 0.1; HTR2A ag: 4; PDI inh: -1

How did NC(COCc1ccccc1)c1csc(Nc2cc(NCCCO)ncn2)n1 (stereo not given) do in these assays?
Granule exo inh: -6; Cardio protect: 14; iPSC survival up: 4.8; CaV13 FRET inh: -12; ABCB6 inh MLPCN: 93; Vif inh: 4; Glyco luc inh: 1; aDG glyco up: -0.1; HTR2A ag: -2; PDI inh: 2

How did O=C1Cn2c(nc3ccccc32)-c2ccccc2N1 do in these assays?
Granule exo inh: 1; Cardio protect: 5; iPSC survival up: 2.8; ABCB6 inh MLPCN: 101; Vif inh: -6; Glyco luc inh: 1; aDG glyco up: -0.2; HTR2A ag: 2; PDI inh: -4

What do the screens show for `Cc1ccc(/C=C/C(=O)OCn2nnc3ccccc3c2=O)o1`?
Granule exo inh: 2; Cardio protect: 4; iPSC survival up: 0.1; CaV13 FRET inh: -4; ABCB6 inh MLPCN: 92; Vif inh: -5; Glyco luc inh: -1; aDG glyco up: -0.1; HTR2A ag: -3; PDI inh: 0

How did CCC1(c2cccc(Cl)c2)NC(=O)N(Cc2cc(C(=O)OC)c(C)o2)C1=O (stereo not given) do in these assays?
Granule exo inh: -1; Cardio protect: -1; iPSC survival up: -3.4; CaV13 FRET inh: -3; ABCB6 inh MLPCN: 96; Vif inh: -8; Glyco luc inh: 8; aDG glyco up: 0.9; HTR2A ag: 1; PDI inh: 3

What do the screens show for `CCOc1ccccc1NC(=O)c1cc(SC)ccc1Cl`?
Granule exo inh: 2; Cardio protect: -14; iPSC survival up: 5.3; CaV13 FRET inh: -3; ABCB6 inh MLPCN: 106; Vif inh: 12; Glyco luc inh: 6; aDG glyco up: 0.4; HTR2A ag: -1; PDI inh: -1

Results for O=C1C(Cc2ccccc2)Nc2ncnc(N3CCN(c4ccccc4)CC3)c2N1Cc1ccc(Cl)cc1 (stereo not given) ?
Granule exo inh: -9; Cardio protect: -7; iPSC survival up: 4.6; CaV13 FRET inh: -6; ABCB6 inh MLPCN: 99; Vif inh: -3; Glyco luc inh: -3; aDG glyco up: -0.2; HTR2A ag: -27; PDI inh: 10

How did Cc1ccccc1CN1CCN(CC(=O)NCCCN2CCN(c3ccc(F)cc3)CC2)C1=O do in these assays?
Granule exo inh: 2; Cardio protect: -18; iPSC survival up: -1.2; ABCB6 inh MLPCN: 108; Vif inh: -8; Glyco luc inh: -1; aDG glyco up: 0.3; HTR2A ag: -1; PDI inh: -2

How did CC(=O)Nc1sc(N/N=C/c2ccccc2F)nc1-c1ccc(C)cc1 do in these assays?
Granule exo inh: 1; Cardio protect: 0; iPSC survival up: 0.0; CaV13 FRET inh: -4; ABCB6 inh MLPCN: 96; Vif inh: inconclusive; Glyco luc inh: -3; aDG glyco up: 0.3; HTR2A ag: -1; PDI inh: -5
